Bioassay records (PubChem BioAssay)
GBA enhancer = enhancers of human beta-glucosidase activity in Gaucher fibroblasts | L444P Gaucher fibroblasts, 4-MU-glucoside fluorescence, 3 days | AID 784 | 30,000 tested, 0.44% active | activation, % at 10 µM | P04062; in the data active means activation above about 65%;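 further: 0% = vehicle wells and 100% = positive control wells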
Target sequence (P04062 whole entry L483P): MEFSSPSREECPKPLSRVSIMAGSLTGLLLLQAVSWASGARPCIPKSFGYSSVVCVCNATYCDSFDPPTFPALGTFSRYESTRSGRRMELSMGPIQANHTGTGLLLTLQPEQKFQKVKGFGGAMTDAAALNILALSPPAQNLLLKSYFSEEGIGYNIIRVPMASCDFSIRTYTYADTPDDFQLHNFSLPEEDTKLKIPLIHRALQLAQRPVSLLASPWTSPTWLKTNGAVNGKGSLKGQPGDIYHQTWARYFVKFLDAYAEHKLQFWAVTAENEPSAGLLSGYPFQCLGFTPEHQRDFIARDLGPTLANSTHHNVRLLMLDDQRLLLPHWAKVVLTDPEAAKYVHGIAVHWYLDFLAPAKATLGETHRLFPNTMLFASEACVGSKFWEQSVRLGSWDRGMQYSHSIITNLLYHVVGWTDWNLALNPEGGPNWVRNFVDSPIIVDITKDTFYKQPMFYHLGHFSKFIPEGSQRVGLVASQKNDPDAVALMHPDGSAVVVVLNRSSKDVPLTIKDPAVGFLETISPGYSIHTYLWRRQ
The depositor's hits bear a star. This is a subset; the hit share may differ from the screen's.

compound | GBA enhancer
O=C(NCCc1ccccc1)C1CCCN(S(=O)(=O)c2cccc3nsnc23)C1 (stereo not given) | 1
O=C(CSc1nnnn1-c1ccccc1)Nc1ccc(Cl)cc1 | -27
CCCOC(=O)NC(CC)COC(=O)Nc1cc(C)ccc1C (stereo not given) | -10
CC1CCCCN1C(=O)Cn1c(=O)n(CCC(=O)NCc2ccco2)c(=O)c2sccc21 (stereo not given) | -6
Cn1c(=O)[nH]c(=O)c2c1nc(OC(=O)c1ccccc1)n2CC(O)COc1ccc(F)cc1 (stereo not given) | -2
COc1cccc(-c2csc(N3CCN(Cc4ccccc4)CC3)n2)c1 | -30
O=C(OC(C(=O)NCC1CCCO1)c1ccccc1F)c1ccco1 (stereo not given) | -11
COC(=O)COc1nc(C)c(Br)c(OC)n1 | -13
CC(=O)c1cccc(NC(=O)CN(c2ccc(C)cc2)S(=O)(=O)c2cccc3nonc23)c1 | -3
O=c1c2ccccc2nc(SCc2cn3ccsc3n2)n1-c1ccccc1F | -5
O=C(Nc1ccc2c(c1)nc1n2CCOC1)C1CCCCC1 | -9
CCOC(=O)N1CCC(=C(C#N)C(=O)Nc2cc(OC)ccc2OC)CC1 | -12
CC1CN(c2nc3c(c(=O)n(C)c(=O)n3C)n2Cc2c(Cl)cccc2Cl)CC(C)O1 (stereo not given) | -25
Cc1ccsc1/C=N/n1cnc2sc(C)c(C)c2c1=O | 6
O=C(Nc1nccs1)C1CCCN1S(=O)(=O)c1ccc(Cl)cc1 (stereo not given) | -15
Cc1ccc(C(CCN)c2ccco2)cc1 (stereo not given) | -6
Cc1nccc2[nH]c(=O)c(C(=O)NCCCN(C)C3CCCCC3)cc12 | -34
CCS(=O)(=O)N1CCC(C(=O)N2CCN(c3ccccc3)CC2)CC1 | -6
CCCCC1CC(CSc2ncn[nH]2)OC1=O (stereo not given) | -34
CCc1c(C)nc2ncnn2c1N1CCC(C(=O)N2CCN(c3ccc(F)cc3)CC2)CC1 | -3

Next section (four carried over from the part before).
compound | GBA enhancer
Cc1nccc2[nH]c(=O)c(C(=O)NCCCN(C)C3CCCCC3)cc12 | -34
CCS(=O)(=O)N1CCC(C(=O)N2CCN(c3ccccc3)CC2)CC1 | -6
CCCCC1CC(CSc2ncn[nH]2)OC1=O (stereo not given) | -34
CCc1c(C)nc2ncnn2c1N1CCC(C(=O)N2CCN(c3ccc(F)cc3)CC2)CC1 | -3
CCOc1ccc(NC(=O)CN2CCN(CC(=O)Nc3ccc4c(c3)OCCO4)CC2)cc1 | -36
CCc1c(C)nc2c(C#N)c(C)[nH]n2c1=O | -35
CCOC(=O)N1CCN(C(=O)c2ccc3c(=O)n(Cc4ccccc4)c(=S)[nH]c3c2)CC1 | 69*
CN(C)/C=N/c1c(C#N)cnn1-c1ccccc1 | 6
Cc1cc2nc(-c3cccc(NC(=O)c4ccc(Br)o4)c3C)oc2cc1C | 1
COc1cc2c(cc1O)C(SC)=NC(C)(C)C2 | -33
CC(=O)Nc1ccc(S(=O)(=O)N(C2=NCC(C)S2)c2ccccc2)cc1 (stereo not given) | 10
COC(=O)c1ccc(NC(=O)Nc2ccc(F)cc2)cc1 | -8
Cc1ccc2[nH]c3c(=O)n(CCCN4CCN(C)CC4)cnc3c2c1 | 5
O=C1CCCc2c1nc(-c1ccccc1)n2O | 4
O=c1oc2ccccc2n1CCn1c2ccccc2c2nc3ccccc3nc21 | -2
CC(C)CCNC(=O)NC(=O)CSc1nnc(-c2ccccc2Br)o1 | -6
COc1ccc(-c2nnc3ccc(SCC(N)=O)nn23)cc1OC | 6
Cc1cc(Cl)ccc1OCC(=O)N1CCCCC1 | -21
O=C(CC1N=C2c3ccccc3N=C(SCc3ccc(F)cc3)N2C1=O)NCc1ccco1 (stereo not given) | 2
CC1=C(C(=O)OCCOC(C)C)C(c2cc3c(cc2Br)OCO3)C2=C(CCCC2=O)N1 (stereo not given) | -12
Cc1ccc(CS(=O)(=O)CCC(=O)NCc2ccccn2)cc1 | 16
Cn1c(=O)c2[nH]c(CN(Cc3ccccc3)Cc3ccccc3)nc2n(C)c1=O | 7
CN1CCc2c(sc3c2c(=O)n(-c2ccccc2)c2nnc(SCc4ccc(F)cc4)n32)C1 | 0
Cc1ccc(C)c(Cn2nnc3c(=O)[nH]c(C4CCCN(C(=O)CC(C)C)C4)nc32)c1 (stereo not given) | -1

compound | GBA enhancer
NC(=O)c1ccc(F)cc1 | 3
O=C(CCN1C(=O)c2ccncc2C1=O)Nc1ccc2c(c1)OCCO2 | -28
O=C(NCc1ccco1)c1ccc(S(=O)(=O)c2cccc(S(=O)(=O)N3CCOCC3)c2)cc1 | -5
Cc1sc2nc(SCC(=O)NCc3ccco3)n(C)c(=O)c2c1C | -5
COc1ccc(NC(=O)c2c(SC)nsc2SC)cc1 | -17
Cn1c(-c2ccc3ccccc3n2)nc2cnccc21 | 9
CCOC(=O)N1CCN(S(=O)(=O)c2cc(Cl)ccc2Cl)CC1 | -13
O=C(Nc1ncc2c(n1)CC(c1ccco1)CC2=O)c1ccc(Cl)cc1 (stereo not given) | 19
CC(C)CC(NC(N)=O)C(=O)OCC(=O)NC(=O)NC1CCCC1 (stereo not given) | -18
CCOC(=O)C1CCN(Cc2cnc(NC(=O)OC)s2)CC1 | -13
Cc1nc2ncnn2c(N2CCN(C(c3ccccc3)c3ccccc3)CC2)c1C | -17
COC(=O)CSc1nnc(-c2cccs2)n1-c1ccc(Cl)cc1 | 27
C=CCOC(=O)C1=C(C)NC(SC)=C(C#N)C1c1ccc(OCC)cc1 (stereo not given) | -21
COc1ccc(-n2nnc3c(=O)n(Cc4cc(C)ccc4C)cnc32)cc1 | -29
CCN(CC)C(=O)c1sc(NC(=O)Cc2cccs2)c(C#N)c1C | -24
CC(Sc1nc(N2CCOCC2)c2c(c1C#N)CC(C)(C)OC2)C(=O)Nc1ccccc1 (stereo not given) | -36
COc1ccc2[nH]c(=O)c(CN(CCCN3CCOCC3)C(=O)NCc3ccccc3)cc2c1 | 23
CCS(=O)(=O)CCSc1nc(C)cc(C)c1C#N | -43
CCOC(=O)c1cc(C#N)c(SCC(=O)c2cc(C#N)c(SC)nc2C)nc1C | -5
CC(=O)Nc1c(O)n(C)c2ccccc12 | -15

compound | GBA enhancer
Cc1ccc(S(=O)(=O)N2CCN(Cc3cccc(C)c3O)CC2)cc1 | -20
Cc1ccc(NC(=O)CS(=O)CC(=O)NCCCN(C)c2ccccc2)cc1 (stereo not given) | 1
CCc1cn([C@H]2C[C@H](O)[C@@H](CO)O2)c(=O)[nH]c1=O | 8
CCc1ncc(C(O)c2cccc(OC)c2OC)n1C (stereo not given) | 15
CC(C)OC(=O)CSc1nnc(-c2ccco2)n1N | 0
CN1CCN(c2oc(-c3ccco3)nc2S(=O)(=O)c2ccccc2)CC1 | 1
CCOC(=O)N1CCN(C(=O)c2cc(S(=O)(=O)N3CCCC3)cn2C)CC1 | -19
CC(C)CN(CC(C)C)C(=O)C12CCC(C)(C(=O)C1)C2(C)C (stereo not given) | -5
CC(C)(C)C(=O)NC1CCN(S(=O)(=O)c2ccccc2F)CC1 | 18
Cc1cc(C(=O)CN(Cc2ccc(F)cc2)S(=O)(=O)c2ccc3c(c2)OCCO3)c(C)n1C | -33
O=c1[nH]c2c(c3c1CCCC3)CCCC2 | -12
O=C(c1ccco1)N1CCN(C(=O)C2CCN(S(=O)(=O)c3cnc[nH]3)CC2)CC1 | -6
O=C(Cn1cc(C(=O)C2CC2)c2ccccc21)NCC1CCCO1 (stereo not given) | 4
CCOc1ccccc1C(=O)NCCCN1CCN(CCCNC(=O)c2ccccc2OCC)CC1 | -41
Cc1ccc(Cl)cc1N1CCN(C(=O)CCC(=O)O)CC1 | -16
Cc1onc(-c2ccccc2)c1C(=O)NCCN1CCOCC1 | -20
Cc1cc(C)nc(-n2nc(C)c(C3(O)C(=O)Nc4ccccc43)c2N)n1 (stereo not given) | -11
CCCn1nnnc1SCC(=O)N1CCOCC1 | -7
Cc1cc(C)n2nc(C(=O)OCCOc3ccc(Br)cc3)nc2n1 | 11
Cc1cnn(-c2nc(-c3cccs3)cc(C(F)(F)F)n2)c1 | -3

compound | GBA enhancer
CCC(=O)N(Cc1cc2cc(OC)ccc2[nH]c1=O)c1ccc(C)cc1C | -26
Cc1ccc(-c2noc(CCC(=O)NC3CCN(Cc4ccccc4)CC3)n2)cc1 | -18
CCCCCCNc1cc2n(c(=O)n1)CCc1cc(OC)c(OC)cc1-2 | -3
CCCS(=O)(=O)N1CCCC(c2nc(-c3cccc(OC)c3)no2)C1 (stereo not given) | -6
COc1cc(OC)cc(C(=O)Nc2ccc3c(c2)COC3=O)c1 | -3
O=c1[nH]c(CSc2nnc(-c3ccco3)n2-c2ccccc2)nc2sc3c(c12)CCC3 | 9
COc1ccc(C(c2nnnn2CCc2ccccc2)N2CCN(C3CCCC3)CC2)cc1OC (stereo not given) | 26
CCCC12CN3CC(C)(CN(C1)C3c1ccc(OC(C)C)cc1)C2=O (stereo not given) | 15
Cc1nc(C)c(C(=O)C2=C(O)C(=O)N(CCN(C)C)C2c2cccs2)s1 (stereo not given) | -13
Cc1c(C(=O)N2CC(C)OC(C)C2)sc2nc(-c3ccccc3)cn12 (stereo not given) | 25
CCc1ccccc1N(CC)C(=O)c1cn(C)c(=O)c2cc(OC)c(OC)cc12 | -40
O=C(CN(c1ccc(F)cc1)S(=O)(=O)c1ccc2c(c1)OCCO2)NCc1ccccn1 | -31
COc1ccc(-n2cnnc2)cc1 | -39
c1ccc2c(c1)nc(N1CCN(C3CCCCC3)CC1)c1nnnn12 | -3
c1ccc(Cn2nnnc2C(c2cccs2)N2CCSCC2)cc1 (stereo not given) | -13
O=C(Nc1nccs1)C1CCN(S(=O)(=O)c2ccc3c(c2)OCCCO3)CC1 | 8
COC(=O)C1C(=O)C2=C(CC1C)NC(=O)CC2c1ccccc1 (stereo not given) | -19
Cn1c2c(c(=O)n(C)c1=O)CN(Cc1ccc(F)cc1)CN2 | -25
Cc1onc(-c2c(F)cccc2Cl)c1C(=O)OCC(=O)Nc1c(C)n(C)n(-c2ccccc2)c1=O | -2
COc1ccc(CNC(=O)c2noc3c2CCCC3)cc1 | 0

compound | GBA enhancer
COc1ccccc1NC(=O)CSc1nnnn1C | -2
O=C(O)C1CCN(c2nc(-c3ccccc3)nc3c2oc2ccccc23)CC1 | 21
CCCCn1cnc2c(cnn2-c2ccc(Cl)cc2)c1=O | -21
NC(=O)c1c(NC(=O)CN2CCOCC2)sc2c1CCC2 | -11
CCC(NS(=O)(=O)c1ccc(C)cc1)C(=O)O (stereo not given) | -20
Cc1cc(C)c2nc(N)sc2c1 | -15
CCC(=O)N1CCN(c2ccc(NC(=O)c3ccc4c(c3)OCO4)cc2)CC1 | 13
CCCNS(=O)(=O)c1ccc(OCC(=O)NCCCOC)cc1 | 10
CSCCC(NC(=O)c1ccc(C)o1)C(=O)O (stereo not given) | -18
Cc1[nH]c(=S)n(CC2CCCO2)c1C (stereo not given) | 3
c1ccc(-c2nc3c4ccccc4nc(N4CCN(c5ccccn5)CC4)n3n2)cc1 | 6
Cc1nn2c(c1-c1ccccc1)N=C(c1ccco1)CC2c1ccccc1 (stereo not given) | -8
CC(C)(C)n1nnnc1C(c1ccncc1)N1CCCCCC1 (stereo not given) | -8
Cc1nnc(SCC(=O)N(C)Cc2ccccc2)[nH]c1=O | -23
COc1cc(OC)cc(C(=O)NCC2CCCO2)c1 (stereo not given) | -10
Cc1nc2nc(-c3cccnc3)nn2c(C)c1Cl | 14
O=C1CCCC2=C1C(c1ccccc1)CC(=O)N2c1ccccc1 (stereo not given) | -2
CCN(CC(=O)NC1CCCC1)S(=O)(=O)c1ccc(C)cc1 | 3
COc1ccc(C(=O)Nc2ccc(S(=O)(=O)Nc3cc(C)nc(C)n3)cc2)c(OC)c1 | 1
CC(C)Oc1cc2oc(=O)c3c(c2cc1Cl)CCC3 | -32

compound | GBA enhancer
Cc1ccc(C(=O)NC2CCS(=O)(=O)C2)cc1S(=O)(=O)N1CCCCC1 (stereo not given) | -11
Cc1ccc(-n2c3c(cc(C(=O)Nc4cccc(C)n4)c2=O)C(=O)CCC3)cc1 | 0
CC(C)OC(=O)CSc1nnc(-c2cnccn2)n1-c1ccccc1 | -3
COc1cc(C2=NOC(C(=O)Nc3ccc(C(C)=O)cc3)C2)cc(OC)c1OC (stereo not given) | -1
Nc1nc(N)c2sc3nc4c(cc3c2n1)CCC4 | 8
Cc1ccc(-n2nnnc2SC(C)C(N)=O)c(C)c1 (stereo not given) | -24
COC(=O)COc1ccc(S(=O)(=O)Nc2ccc(NC(C)=O)cc2)cc1 | -4
O=C(NCCCN1CCOCC1)c1cccs1 | 1
CC(=O)Nc1ccc(S(=O)(=O)Nc2c(C)n(C)n(-c3ccccc3)c2=O)cc1 | -39
COc1ccc(N2C(=O)CCC(C(=O)N(C)C3CCCCC3)C2c2ccc(OC)c(OC)c2)cc1 (stereo not given) | -14
Cc1cc2ncn(C(=O)N3CCCCC3)c2cc1C | -10
COCCCNC(=O)CS(=O)Cc1nc(-c2cccc(OC)c2)oc1C (stereo not given) | -32
Oc1c(CN2CCCCC2)cc(COCc2ccccc2)c2cccnc12 | -25
O=C1COc2ccc(C(=O)COC(=O)Cn3cnc4ccccc43)cc2N1 | -21
O=S(=O)(c1ccc(Cl)c(F)c1)N1CCC(c2nc(-c3ccncc3)no2)CC1 | -36
Cc1nc(NCc2ccccn2)c2ccccc2n1 | 5

Arranged by molecular weight (rising): part of the list above.
compound | GBA enhancer
Cc1nc(NCc2ccccn2)c2ccccc2n1 | 5
COC(=O)COc1ccc(S(=O)(=O)Nc2ccc(NC(C)=O)cc2)cc1 | -4
COCCCNC(=O)CS(=O)Cc1nc(-c2cccc(OC)c2)oc1C (stereo not given) | -32
